SR-BI DiI-HDL act: activators of SR-BI mediated DiI-HDL uptake, primary screen, ldlA[mSR-BI] CHO cells, DiI fluorescence; 3 h; 100 = double the neutral-control signal; activation, % at 12.5 µM; 320,000 tested, 0.096% active; AID 504775, 2011;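 active = mean replicate activation of at least 60% and every replicate at or above 60%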;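 also: 0% = median plate neutral-control signal and 100% = twice that signal; values of inactives mirror those of a sister screen read the other way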
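Assay system: LDL receptor-deficient CHO ldlA cells overexpressing murine SR-BI / Medium: BSA-supplemented, HEPES-buffered Ham's F12, pH 7.4 / Probe or stimulus: DiI-labelled HDL at 10 µg/mL final / Timing: compound with DiI-HDL co-incubation, 3 h at 37 °C / Technique: bottom-read cell fluorescence after medium removal, ex 550/em 595 nm / Measure: HDL uptake via cellular fluorescence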
Arrestin-AP2 inh: inhibitors of beta-arrestin/AP2 binding, primary screen, biochemical, GPCR trafficking, flow cytometry; beta-arrestin 1 C-terminal peptide binding to AP2 beta2-adaptin appendage (human); FITC-arrestin peptide / GST-AP2 beads; AP2 beta2 appendage carries R879A mutation; 340,000 tested, 0.31% active; inhibition, % at 10 µM; AID 504490, 2011;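 active = inhibition above a set limit, near 3 SD of compounds lacking own fluorescence, cut at about 54% in these data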;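 also: plate controls were DMSO wells for no effect and 5 µM unlabelled arrestin peptide for full effect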
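system = GST-tagged AP2 beta2-adaptin appendage (R879A) on 4 µm glutathione beads | reagent = FITC-labelled arrestin peptide probe, 50 nM final | schedule = compound with beads 12 min RT, then probe 1 h RT | signal = HyperCyt-sampled flow cytometry, FL1 channel, ex 488/em 535 nm | read-out = percent response from loss of bead-bound FITC fluorescence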
Pemphigus Ab inh: inhibitors of pemphigus antibody binding to DSG3, primary screen, biochemical, bead-based, flow cytometry, scFv-GFP; DSG3-coupled beads, scFv-anti-DSG3-GFP binding; stronger effect = lower value; binding (percent of control), % at 10 µM; 310,000 tested, 0.48% active; AID 588358, 2011;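 active = binding more than 3 SD below its plate's average and above zero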;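 also: hits lower antibody fragment binding to DSG3; some compounds called inactive have numbers as strong as hits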
MITF act: activators of MITF-driven TRPM1 promoter reporter, primary screen, cell-based, SK-MEL-5, luciferase, single point. activation, % at 12.5 µM. SK-MEL-5 TRPM1-promoter luciferase, 24 h; % of positive control, neutral wells = 0. 300,000 tested, 0.75% active;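 active = mean activation of at least 80% with every replicate also reaching 80%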;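 also: 0% = neutral control wells and 100% = parthenolide positive control wells; values of inactives mirror those of a sister screen read the other way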
SUMO Mot1 rescue: yeast Mot1-301 growth rescue at high temperature, primary screen, SUMOylation pathway inhibitor project, S. cerevisiae, ATP luminescence, 38.5C | S. cerevisiae Mot1-301 growth rescue; percent above DMSO median, 100 means doubled | growth rescue, % at 18.8 µM | 320,000 tested, 1% active;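 active = every valid replicate shows activation above 250% relative to neutral control wells; inactive = the rest, any valid replicate at or below 250%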;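 also: OY570 slx delta 5 strain wells were the positive control but not used for scaling; some compounds called inactive have numbers as strong as hits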
PKA-R2B activ: activators of PKA-R2B holoenzyme, primary screen, biochemical, fluorescence polarization, Cy5-IP20, human | PKA-R2B holoenzyme dissociation; R2B truncated from residue 108, S112A mutant; 0% DMSO only, 100% 113 µM cGMP | activation, % at 11.4 µM | 340,000 tested, 0.079% active | AID 504700, 2011;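 active = activation above a cutoff set at the mean over all compounds plus 3 SD, cut at about 18% in these data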;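 also: higher means more holoenzyme dissociation and a rise in polarization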
CDK5 inh: inhibitors of human CDK5/p35 kinase, primary screen, biochemical, single concentration. Cyclin-dependent kinase 5 (Homo sapiens) + Cyclin-dependent kinase 5 activator 1 (Homo …. Recombinant CDK5/p35, ADP-Glo luminescence, 60 min. inhibition, % at 10 µM. 330,000 tested, 0.01% active. AID 488839, 2010;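 active = highest replicate inhibition of at least 50% and at least 75% of replicates reaching 50%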;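 also: plate controls were DMSO neutral control for no effect and GW8510 at 10 µM for full effect; many of its hits are not listed in these tables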
PKA-R1A act: activators of PKA-R1A holoenzyme, primary screen, biochemical, fluorescence polarization, Cy5-IP20, bovine R1A, mouse PKAc; cAMP-dependent protein kinase type I-alpha regulatory subunit (Bos taurus) + …; PKA-R1A dissociation; scaled: DMSO 0%, 113 µM cGMP 100%; activation, % at 11.4 µM; 340,000 tested, 0.083% active;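 active = percent activation above the mean of all tested compounds plus 3 SD, cut at about 19% in these data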;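 also: higher means more PKAc released from R1A so a rise in polarization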
dFosB activator: activators of delta FosB homodimer, primary screen, biochemical, fluorescence polarization, TAMRA-CDK5 oligo, single point; Protein FosB (Mus musculus), P13346; purified delta FosB; percent of positive-control signal above neutral wells; activation, % at 25 µM; 340,000 tested, 0.99% active; AID 493131, 2011;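 active = mean activation above about 17%, with every replicate also reaching it, limit read from the data, passing the limit was not always enough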;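 also: fluorescence polarization rise as delta FosB binds a TAMRA Cdk5 AP-1 oligo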
Target sequence (P13346 whole entry, looked up): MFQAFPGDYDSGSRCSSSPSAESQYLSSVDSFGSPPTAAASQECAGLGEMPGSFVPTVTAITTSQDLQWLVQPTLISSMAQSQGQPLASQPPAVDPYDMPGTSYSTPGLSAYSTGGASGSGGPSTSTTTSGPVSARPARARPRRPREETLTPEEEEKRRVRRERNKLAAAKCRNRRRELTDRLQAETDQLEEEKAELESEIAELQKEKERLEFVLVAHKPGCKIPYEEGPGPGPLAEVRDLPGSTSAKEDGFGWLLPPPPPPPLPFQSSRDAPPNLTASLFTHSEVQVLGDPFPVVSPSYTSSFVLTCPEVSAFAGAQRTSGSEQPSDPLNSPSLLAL
NSD2 HMT inh: NSD2 histone methyltransferase inhibitors, primary screen, biochemical, AlphaScreen, single concentration, set 2; 310,000 tested, 0.54% active; Histone-lysine N-methyltransferase NSD2 (Homo sapiens), O96028; inhibition, % at 12.5 µM; NSD2 peptide methylation, 120 min; in the data active = inhibition above about 50%
SR-BI DiI inh: inhibitors of SR-BI mediated HDL lipid uptake, primary screen, ldlA[mSR-BI] cells, fluorescence, single point. AID 488896, 2010. 320,000 tested, 0.96% active. ldlA[mSR-BI] CHO cells, DiI-HDL uptake fluorescence, 3 h. Scavenger receptor class B member 1 (Mus musculus), Q61009. inhibition, % at 12.5 µM;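 active = mean replicate inhibition of at least 70% and a set share of replicates each scoring 70 or more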;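 also: 0% = median of neutral control wells and 100% = median of positive control wells; values of inactives mirror those of a sister screen read the other way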
Active calls of the source: *; x = not tested or not shown. Outcome played no part in choosing rows. About 4.7% of those tested had a hit in this group.

Compound,SR-BI DiI-HDL act,Arrestin-AP2 inh,Pemphigus Ab inh,MITF act,SUMO Mot1 rescue,PKA-R2B activ,CDK5 inh,PKA-R1A act,dFosB activator,NSD2 HMT inh,SR-BI DiI inh
CC(=O)c1cc(C(=O)N2CCc3c([nH]c4ccccc34)C2CC(C)C)[nH]n1 (configuration not stated),-39,-4,99,-6,-17,0,-1.3,-2,-6,5,39
CC(C)NC(=O)CCN1C(=O)c2ccccc2Sc2ncccc21,x,3,93,-3,9,-3,0.1,7,1,-3,x
Cc1cccc(C(C(=O)NC2CCCCC2)N(C(=O)c2csnn2)C2CC2)c1 (configuration not stated),8,6,115,-7,-3,4,2.6,-9,-6,-2,-8
Cc1cc(NC(=O)CSc2nc(-c3cccnc3)ccc2C#N)no1,-23,12,89,x,15,-15,1.4,-9,-6,-2,23
COc1ccccc1N1CCN(c2ccc(S(=O)(=O)N3CCN(C)CC3)cn2)CC1,-15,1,x,1,-3,-2,2.6,9,-1,1,15
CCC(=O)N1C(=O)CCN(C(C)=O)c2ccccc21,2,13,94,9,1,4,-0.4,6,-6,-8,-2
CN1CCCN(Cc2ccccc2Br)CC1,24,-13,99,x,15,13,-1.0,-1,-5,9,-24
Cc1cccc(OCC(=O)N(C)CC(=O)Nc2cccc(F)c2)c1C,-1,-5,92,11,-6,4,-2.7,-9,0,-5,1
CC(C)C(NC(=O)c1ccccc1)C(=O)NCc1ccccn1 (configuration not stated),22,5,101,5,35,-5,5.3,-14,-9,-8,-22
Cc1ccnc(NC(=O)CCC(=O)N(CC(=O)NC(C)(C)C)c2ccc3c(c2)OCO3)c1,x,-7,111,x,0,2,0.9,12,-4,2,x
CC(C)N(C(=O)COC(=O)c1cccnc1Cl)c1ccccc1,-13,14,93,1,9,-1,-2.9,-4,-5,5,13
O=C(Cc1ccccc1)NC1CCN(C(=O)c2ccc([N+](=O)[O-])cc2)CC1,1,-12,118,-7,-6,-7,0.2,-5,-1,2,-1
CCN1CCN(CC(=O)N2N=C(c3cccs3)CC2c2ccc(OC)c(OC)c2)C(=O)C1=O (configuration not stated),-12,-11,133,-5,3,-2,-1.1,-2,-7,x,12

10 entries already listed, ordered by formula weight, smallest number first:
Compound,SR-BI DiI-HDL act,Arrestin-AP2 inh,Pemphigus Ab inh,MITF act,SUMO Mot1 rescue,PKA-R2B activ,CDK5 inh,PKA-R1A act,dFosB activator,NSD2 HMT inh,SR-BI DiI inh
CN1CCCN(Cc2ccccc2Br)CC1,24,-13,99,x,15,13,-1.0,-1,-5,9,-24
CC(C)N(C(=O)COC(=O)c1cccnc1Cl)c1ccccc1,-13,14,93,1,9,-1,-2.9,-4,-5,5,13
CC(C)NC(=O)CCN1C(=O)c2ccccc2Sc2ncccc21,x,3,93,-3,9,-3,0.1,7,1,-3,x
Cc1cccc(OCC(=O)N(C)CC(=O)Nc2cccc(F)c2)c1C,-1,-5,92,11,-6,4,-2.7,-9,0,-5,1
Cc1cc(NC(=O)CSc2nc(-c3cccnc3)ccc2C#N)no1,-23,12,89,x,15,-15,1.4,-9,-6,-2,23
CC(=O)c1cc(C(=O)N2CCc3c([nH]c4ccccc34)C2CC(C)C)[nH]n1 (configuration not stated),-39,-4,99,-6,-17,0,-1.3,-2,-6,5,39
O=C(Cc1ccccc1)NC1CCN(C(=O)c2ccc([N+](=O)[O-])cc2)CC1,1,-12,118,-7,-6,-7,0.2,-5,-1,2,-1
Cc1cccc(C(C(=O)NC2CCCCC2)N(C(=O)c2csnn2)C2CC2)c1 (configuration not stated),8,6,115,-7,-3,4,2.6,-9,-6,-2,-8
Cc1ccnc(NC(=O)CCC(=O)N(CC(=O)NC(C)(C)C)c2ccc3c(c2)OCO3)c1,x,-7,111,x,0,2,0.9,12,-4,2,x
CCN1CCN(CC(=O)N2N=C(c3cccs3)CC2c2ccc(OC)c(OC)c2)C(=O)C1=O (configuration not stated),-12,-11,133,-5,3,-2,-1.1,-2,-7,x,12

Source: PubChem
